High-throughput results (PubChem BioAssay)
TDP-43 yeast inh – qHTS of TDP-43 Inhibitors; hit rate 1.8% among 410,000; AID 652104, 2013; TDP-43 expressing yeast growth rescue, BacTiter-Glo, 24 h; Potency, µM (series often up to 46.1 µM), without a hit: top-dose growth rescue (activation), most hits filed as activators; note: potency is the fitted concentration of half-maximal effect; % of control where 0% means no effect; nearly all actives have a fitted effect of over 50% in size
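Yeast expressing TDP-43 (pregrown in raffinose, seeded at OD600=0.02 in galactose medium) exposed to compounds 24 hr at 30 deg C. Growth read by BacTiter-Glo luminescence; rescue of toxicity appears as increased signal.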
Akt phos inh – HTS Assay for Inhibitors of Akt Phophorylation: Primary Screen; hit rate 0.32% among 360,000; activity change, % for hits at 50 µM; Neuro2A IGF-stimulated pAkt S473 HTRF, 20 min; hits give low values; in the data active = activity change below about -80%; inconclusive = mostly about -51% to -80%; note: % is set by controls: 0 for no effect and ±100 for the full control effect
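Neuro2A cells (4,500/well, DMEM with 0.5% FBS) were treated with compound at a single 50 µM final concentration, stimulated with 6 nM IGF for 20 min at 37 °C, and lysed. Phospho-Akt Ser473 was read by HTRF as 665/615 ratio ×10^4.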
D3 antag – qHTS of D3 Dopamine Receptor Antagonist: qHTS | max response, negative = inhibition, % | D3R cells, DiscoveRx beta-arrestin luminescence, antagonist mode; hits give low values | hit rate 2.5% among 360,000 | D(3) dopamine receptor (Homo sapiens), P35462; in the data active = max response below about -50%; inconclusive = no clear call, values can overlap the other calls; note: % is set by controls: 0 for no effect and ±100 for the full control effect; mostly tested at two doses, the higher about 12 µM
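Cells plated overnight at 1500 cells/well, then exposed to library compounds with dopamine controls for 90 minutes at 37 degrees C. DiscoveRx reagent added for 30–60 minutes at room temperature; luminescence read, quantitative HTS format.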
GLP-1R agonist – qHTS of GLP-1 Receptor Agonists | Glucagon-like peptide 1 receptor (Homo sapiens), P43220 | HEK293 GLP-1R CRE-luciferase, luminescence, 4-6 h; cells express a hypersensitive GLP-1R form | Potency, µM (titrated, usually from 45.6 µM), without a hit: top-dose activation, actives largely listed as activators | hit rate 0.007% among 380,000 | AID 624172, 2012; note: potency is the fitted concentration of half-maximal effect; % of control where 0% means no effect
Target sequence (P43220 whole entry, looked up): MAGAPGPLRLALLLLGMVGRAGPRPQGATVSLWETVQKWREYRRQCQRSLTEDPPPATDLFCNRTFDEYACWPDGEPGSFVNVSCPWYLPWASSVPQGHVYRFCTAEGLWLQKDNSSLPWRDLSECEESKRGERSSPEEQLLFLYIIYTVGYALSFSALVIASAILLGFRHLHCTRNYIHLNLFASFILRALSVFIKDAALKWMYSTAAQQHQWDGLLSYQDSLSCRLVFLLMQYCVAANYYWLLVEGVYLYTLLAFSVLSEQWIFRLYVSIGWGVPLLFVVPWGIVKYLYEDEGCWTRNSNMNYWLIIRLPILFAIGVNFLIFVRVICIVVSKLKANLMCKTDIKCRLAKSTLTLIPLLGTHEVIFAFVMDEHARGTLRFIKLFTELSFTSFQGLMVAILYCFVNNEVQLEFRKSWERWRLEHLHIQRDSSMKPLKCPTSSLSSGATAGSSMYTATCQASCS
PTHR1 ag – qHTS for PTHR1 Agonists: Primary Screen. HEK293 GP2 PTHR1 cells, GloSensor cAMP luminescence, 1 h. hit rate 0.075% among 410,000. Potency, µM (doses to about 115 µM), for the others: top-dose activation, hits mostly activators. Parathyroid hormone/parathyroid hormone-related peptide receptor (Homo sapiens), Q03431; note: potency is the fitted concentration of half-maximal effect; nearly all actives have a fitted effect of over 55% in size; some results filed as inactive show a strong effect at the top dose; inactives centre near -15; many of its hits are not listed in these tables
Target sequence (Q03431 whole entry, looked up): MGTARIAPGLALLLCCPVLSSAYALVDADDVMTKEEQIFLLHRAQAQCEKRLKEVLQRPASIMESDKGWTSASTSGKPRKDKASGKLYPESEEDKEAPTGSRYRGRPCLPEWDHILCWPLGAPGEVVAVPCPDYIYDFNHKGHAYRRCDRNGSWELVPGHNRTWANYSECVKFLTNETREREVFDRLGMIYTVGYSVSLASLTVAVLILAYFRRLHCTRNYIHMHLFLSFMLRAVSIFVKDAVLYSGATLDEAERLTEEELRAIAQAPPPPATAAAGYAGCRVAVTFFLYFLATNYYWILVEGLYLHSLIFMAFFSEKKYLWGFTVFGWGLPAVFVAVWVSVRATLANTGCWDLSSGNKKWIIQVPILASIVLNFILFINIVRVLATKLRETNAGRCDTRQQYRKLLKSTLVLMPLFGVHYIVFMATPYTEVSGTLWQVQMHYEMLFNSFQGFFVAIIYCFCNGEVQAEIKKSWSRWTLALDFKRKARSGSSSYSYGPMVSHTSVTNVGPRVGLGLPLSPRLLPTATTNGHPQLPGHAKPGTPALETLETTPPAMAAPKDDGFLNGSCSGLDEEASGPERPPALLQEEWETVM
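HEK-293-derived GP2 cells expressing PTHR1 and a GloSensor cAMP reporter, 3,000/well, plated overnight, given luciferin plus IBMX (each 0.5 mM as added) for 1 h at 37 °C, then compound for 1 h at 37 °C. Luminescence was read after 15 min at room temperature.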
aSyn yeast inh – qHTS of alpha-syn Inhibitors; Yeast expressing alpha-synuclein, growth rescue, BacTiter-Glo, 24 h; Potency, µM (highest dose often 46.1 µM), for inactives: top-dose growth rescue (activation), hits mostly activators; hit rate 0.14% among 370,000; AID 652106, 2013; note: potency is the fitted concentration of half-maximal effect; % of control where 0% means no effect; nearly all actives have a fitted effect of over 65% in size
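Screening used galactose-induced yeast with toxic alpha-synuclein levels, exposed to compound for 24 hr at 30 deg C. Cell growth, read with BacTiter-Glo luminescence, gave the measured signal.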
Abeta yeast res – qHTS for compounds that reverse cellular toxicity of Amyloid beta (A-beta) peptide in yeast: Primary Screen | yeast expressing A-beta42, growth rescue, OD600, 48 h; response scale: 0% DMSO, 100% iron-clioquinol control | Potency, µM (highest dose often 46.1 µM), inactives show at the highest dose growth rescue, most hits filed as activators | hit rate 0.063% among 410,000; note: potency is the fitted concentration of half-maximal effect; nearly all actives have a fitted effect of over 55% in size
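Yeast A-beta toxicity model in growth medium with pinned compounds, 48 h at 30 C; growth read as absorbance at 600 nm. Normalized to FeCl3/clioquinol equimolar mix (positive) and DMSO (negative).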
GLP-1R inv ag – qHTS of GLP-1 Receptor Inverse Agonists (Inhibition Mode); HEK293 GLP-1R CRE-luciferase, luminescence, 24 h; GLP-1R form is constitutively active; Potency, µM (doses to about 38.3 µM), without a hit: at the top dose activity change, negative = inhibition, usual class: inhibitors; hit rate 1.6% among 410,000; note: potency is the fitted concentration of half-maximal effect; % is set by controls: 0 for no effect and ±100 for the full control effect; nearly all actives have a fitted effect of over 55% in size
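Stable HEK293 clone (constitutively active GLP-1R + cAMP-response luciferase); 200 cells/uL plated, 12 h pre-culture, compound 24 hr, 37 deg C/5% CO2; detection reagent 12 min RT; luminescence.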
FUS yeast rescue – qHTS for Suppressors of FUS Proteinopathy: Primary screen using FUS-linked yeast assay; AID 1347120, 2019; S. cerevisiae FUS-expressing, growth rescue, OD600, 24 h; hit rate 0.24% among 390,000; Potency, µM (highest dose often 76.6 µM), without a hit: top-dose growth rescue (activation), usual class: activators;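 note: potency is the fitted concentration of half-maximal effect; plate controls were DMSO vehicle for no effect and reference control for full effect; nearly all actives have a fitted effect of over 55% in size; some results filed as inactive show a strong effect at the top dose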
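Absorbance at 600 nm, taken 24hr after compound addition, measured rescue of FUS-yeast growth at 30C. Induction used 2% galactose with seeding at OD 0.005. Controls: CP55940 from 92uM final, DMSO only.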
Numbers without * were called inactive; i = inactive; ? = inconclusive; . = not tested or not shown; [ ] = remark or other dose. Unless noted, calls come from the whole dose curve; as a rule, active = well fitted curve in the direction sought with a large enough effect; inconclusive = small, poorly fitted or top-dose-only effect, or another doubt; inactive = no such curve, though single readings can be large; an effect the other way counts as inactive or inconclusive. Only part of the results is shown; rates above refer to the full screens.

Under each structure – Akt phos inh	PTHR1 ag	aSyn yeast inh	GLP-1R inv ag	TDP-43 yeast inh	FUS yeast rescue	GLP-1R agonist	Abeta yeast res	D3 antag
COc1ccc(NC(=O)CN(C)C(=O)C(Sc2ccccc2)c2ccccc2)cc1 (stereo unspecified)
→ i	-43.2%	-3.7%[1.84 µM]	?	7.9%	?	3.6%	17.8%	-16.7
CSc1ccc(/C=C/C(=O)OCC(=O)N2CCc3ccccc32)cc1
→ i	-2.7%	-3.8%	3.7%	20.8%	-15.0%	-6.0%	-27.5%	-8.8
O=C(NC(=S)Nc1cccc(F)c1)c1cccc([N+](=O)[O-])c1
→ i	-24.5%	9.6%	-32.9%	26.8%	-25.2%	8.9%	11.1%	-51.4*
Cc1ccc(NC(=O)N2CCC(c3nc4c(nnn4Cc4c(F)cccc4Cl)c(=O)[nH]3)CC2)cc1
→ i	i	14.8%	8.0%	-19.7%	32.6%	5.9%	-15.6%	-12.7
Cc1ccc2nc(C3CCN(C(=O)NCc4ccccc4)CC3)[nH]c2c1
→ i	i	-1.0%	?	-9.6%	13.3%	4.1%	-21.0%	-5.7
CC1CCCCN1C(=O)C12CCC(C)(/C(=N/O)C1)C2(C)C (stereo unspecified)
→ i	i	-1.8%	0.0%	0.1%	10.7%	-9.2%	1.1%	10.4
CC(C)CCNC(=O)CN(C(=O)CCC(=O)Nc1ccccn1)c1ccc(F)c(Cl)c1
→ i	-2.6%	1.5%	-4.8%	6.8%	-8.4%	7.6%	8.9%	20.5
COc1cc(C2=Nc3ccc(Br)cc3C(c3ccccc3)N2CC(=O)NN)cc(OC)c1OC (stereo unspecified)
→ i	i	-3.5%	?	-11.6%	13.3%	6.4%	-9.4%	-50.5*
O=C1CCC/C1=C/Nc1ccc2c(c1)OCO2
→ .	i	.	9.5%	4.1%	-16.1%	-10.8%	9.9%	36.6
CCOC(=O)c1[nH]c(C)c(C(=O)N2CCN(c3cccc(Cl)c3)CC2)c1C
→ i	i	13.7%	?	21.3%	38.8%	-13.9%	?	12.8
COC(=O)C1=C(C)N(Cc2ccccc2)C(=NCC(C)C)N[C@H]1c1ccccc1
→ i	-12.0%	-2.2%	?	5.6%	5.0%	1.4%	14.4%	-2.6
CC1Cc2ccccc2N1C(=O)Cn1c(=O)oc2cc(S(=O)(=O)N3CCCCC3)ccc21 (stereo unspecified)
→ i	i	1.1%	?	18.8%	?	-2.0%	4.6%	-20.7
C(#Cc1ccc(C#CCN2CCOCC2)cc1)CN1CCOCC1
→ i	-24.3%[57.5 µM]	5.9%	0.7%	19.9%	7.7%	-4.5%	5.0%	12.8
COC(=O)c1ccc(SCc2cnc(Cl)s2)cc1
→ i	i	-11.5%	0.0%	-0.1%	5.6%	6.7%	-7.6%	14.7
Cc1cc(NC(=O)c2cccnc2)ccc1Br
→ i	-22.7%	-6.7%	-4.3%	11.2µM*	-16.2%	-5.3%	-6.5%	-10.9
COC(=O)c1ccccc1NC(=O)C1CCCO1 (stereo unspecified)
→ i	?	3.4%	11.3%	?	-9.6%	-2.5%	-9.0%	-8.2
CCCOc1cccc(-c2cc(C(=O)NNC(=S)NCC)c3ccccc3n2)c1
→ i	-44.4%[inhibitor]	-1.1%	0.0%	9.2%	?	-0.1%	7.8%	46.6
C=CCOC(=O)C1=C(C)NC(C)=C(C(=O)OCC=C)C1c1ccc(O)cc1
→ .	-64.1%[inhibitor]	.	?	-16.2%	41.4%	7.3%	12.5%	-11.0
COc1ccc(-n2c(SC)nc3sc4c(c3c2=O)CCN(C(C)=O)C4)cc1
→ .	i	.	25.3%	-5.4%	19.9%	.	-31.8%	.
CCOc1ccc(-n2c(SCc3ccc(C#N)cc3)nnc2-c2cccnc2)cc1
→ i	i	11.6%	13.4%	-3.9%	15.8%	20.3%	-8.7%	-11.2
COc1cccc(-c2cc(C(=O)NCc3ccco3)no2)c1
→ i	i	9.8%	8.8%	0.7%	7.5%	-9.8%	-5.8%	-11.1
CCCCC(=O)N(CCC)CCC
→ i	i	-1.8%	0.4%	5.7%	11.9%	0.5%	-2.7%	15.6
CCOc1ccc(C2/C(=C(/O)c3ccc(F)cc3)C(=O)C(=O)N2CCCN(C)C)cc1 (stereo unspecified)
→ i	i	2.5%	2.5%	20.1%	-23.9%	2.0%	15.4%	-5.5
CCOC(=O)/C=C1\SCC(=O)N1CC(O)CN1C(=O)CS/C1=C\C(=O)OCC
→ i	-0.4%	0.7%	2.4%	-8.8%	-16.4%	2.5%	-0.3%	3.0
CC(C)Cn1c(N)c(C(=O)COC(=O)CC23CC4CC(CC(C4)C2)C3)c(=O)n(C)c1=O
→ i	-19.8%[57.5 µM]	4.7%	2.82µM*	3.6%	?	-22.1%	14.3%	30.1
O=C(Nc1cc(Cl)ccn1)C1CCN(S(=O)(=O)c2cccs2)CC1
→ i	i	1.5%	-8.5%	13.7%	1.7%	-3.5%	-1.3%	-5.9
COc1ccccc1C1CCN(C(=O)c2cccc([N+](=O)[O-])c2)CC1
→ i	-17.4%	0.5%	-36.8%	15.8µM*	18.2%	14.4%	6.6%	4.2
CCOP(=O)(OCC)C(Nc1ccccc1)c1ccc2c(c1)OCO2 (stereo unspecified)
→ i	i	-0.3%	?	1.1%	-6.4%	-2.8%	15.2%	3.2
Cc1ccccc1CCN(CC(=O)NC1CCCCC1)C(=O)c1csnn1
→ i	-65.9%[inhibitor]	0.3%	-23.0%	-2.9%	-1.3%	5.3%	-8.1%	-8.6
CCOc1ccc(OCC(O)CNC2CCN(Cc3ccccc3)CC2)cc1 (stereo unspecified)
→ i	i	8.3%	?	-2.4%	.	-23.0%	9.3%	?
C[C@@H]1CN([C@H](C)CO)C(=O)c2cc(Br)cnc2O[C@@H]1CN(C)C(=O)Nc1cccc(F)c1
→ i	-16.7%	-4.0%	5.2%	12.8%	-33.5%	-0.4%	1.7%	3.5
C=CCSc1nc(O)c(C2OC(=O)c3c2ccc(OC)c3OC)c(=O)n1-c1ccccc1 (stereo unspecified)
→ i	20.6%	-5.4%	-11.9%	-13.9%	1.1%	-2.5%	15.5%	9.6
Cc1ccc(/C=C/C(=O)N2CCCC(C(N)=O)C2)o1 (stereo unspecified)
→ i	?	-3.7%	3.9%	-3.8%	-21.4%	-1.5%	-4.5%	2.8
Clc1ccsc1-c1ccnc(-n2cccc2)n1
→ i	?	-0.9%	25.2%	.	24.8%	-2.8%	-12.9%	0.0
COc1ccccc1CNC(=O)c1ccccc1NC(=O)C1=C(C)OCCS1
→ i	-22.5%	-9.8%	?	-14.8%	23.6%	2.2%	-11.7%	-3.0
O=C(CN1CCOCC1)N1CCN(c2nnc(-c3ccccc3)c3ccccc23)CC1
→ i	-8.0%[57.5 µM]	1.8%	11.3%	-12.6%	22.5%	4.0%	0.3%	?
COCC(C)N=C1NN=C(c2ccc(NC(C)=O)cc2)CS1 (stereo unspecified)
→ i	-20.9%	-2.3%	-21.0%	6.4%	18.4%	5.6%	18.3%	-6.6
COc1cc(OC)cc(-c2cc3nc(C)c(CCC(=O)O)c(=O)n3[nH]2)c1
→ i	i	0.1%	15.9%	15.9%	12.0%	4.1%	8.0%	-3.4
COc1ccc(Nc2ncnc3c2cnn3Cc2ccccc2)cc1
→ i	-73.4%[inhibitor]	-7.3%	0.0%	?	9.3%	16.1%	-1.0%	-29.1
Cc1ccc(/C=C/C(=O)NCCc2c[nH]c3ccccc23)o1
→ i	-11.4%	3.7%	-19.5%[0.307 µM]	-8.3%	30.1%	7.0%	8.6%	11.1
O=C(COC(=O)c1ccc(CO)cc1)NCc1cccs1
→ i	-1.7%	-3.9%	0.2%	5.6%	9.0%	6.4%	-8.7%	-3.0
COc1cccc(NC(=S)N2CCC(C(=O)c3ccc(F)cc3)CC2)c1
→ i	-7.4%	4.5%	?	26.3%	9.9%	11.6%	17.0%	4.2
C=CCc1ccccc1OCCOc1ccc([N+](=O)[O-])cc1/C=N/NC(N)=O
→ i	-7.1%	-6.9%	6.7%	-6.5%	-0.7%	5.1%	-12.3%	-1.7
COc1ccc(-c2noc(-c3ccccc3C(=O)N3CCOCC3)n2)cc1
→ i	-10.3%[57.5 µM]	5.7%	0.0%	-8.2%	13.5%	8.5%	14.8%	7.5

4 compounds picked at random from those above, as already listed:
Under each structure – Akt phos inh	PTHR1 ag	aSyn yeast inh	GLP-1R inv ag	TDP-43 yeast inh	FUS yeast rescue	GLP-1R agonist	Abeta yeast res	D3 antag
COc1cccc(NC(=S)N2CCC(C(=O)c3ccc(F)cc3)CC2)c1
→ i	-7.4%	4.5%	?	26.3%	9.9%	11.6%	17.0%	4.2
C=CCc1ccccc1OCCOc1ccc([N+](=O)[O-])cc1/C=N/NC(N)=O
→ i	-7.1%	-6.9%	6.7%	-6.5%	-0.7%	5.1%	-12.3%	-1.7
COc1ccc(-c2noc(-c3ccccc3C(=O)N3CCOCC3)n2)cc1
→ i	-10.3%[57.5 µM]	5.7%	0.0%	-8.2%	13.5%	8.5%	14.8%	7.5
O=C(COC(=O)c1ccc(CO)cc1)NCc1cccs1
→ i	-1.7%	-3.9%	0.2%	5.6%	9.0%	6.4%	-8.7%	-3.0
